Source: PubChem BioAssay
Pf growth 48h: Primary qHTS for delayed death inhibitors of the malarial parasite plastid, 48 hour incubation; Potency, µM (doses to about 28.7 µM), without a hit: at the top dose activity change, negative = inhibition, actives largely listed as inhibitors; P. falciparum luciferase growth in erythrocytes, 48 h; AID 504832, 2011; 310,000 tested, 5.9% active; note: potency is the fitted concentration of half-maximal effect; % is set by controls: 0 for no effect and ±100 for the full control effect
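Cell-based growth assay: transgenic P. falciparum expressing firefly luciferase, cultured in red cells within RPMI 1640 containing 0.5% w/v Albumax, 24 mM bicarbonate and gentamycin. A drop in luciferase activity indicates inhibition.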
Shiga toxin inh: A qHTS for Small Molecule Inhibitors of Shiga Toxin; AID 2315, 2010; 290,000 tested, 9.2% active; inhibition, % at 38.7 µM; Vero cells, Shiga toxin protein synthesis inhibition reporter; in the data active = inhibition mostly above about 28%, no sharp cut-off; inactive = mostly below about 43%; note: 0% is about no effect
Cycloheximide cs: Cycloheximide Counterscreen for Small Molecule Inhibitors of Shiga Toxin | cell reporter, cycloheximide protein synthesis inhibition counterscreen | max response, % | 300,000 tested, 12% active; in the data active = max response mostly above about 13%, no sharp cut-off; inactive = mostly below about 14%; note: read at 38.3 µM for the half of the compounds with a filed dose; 0% is about no effect
Pf growth 96h: Primary qHTS for delayed death inhibitors of the malarial parasite plastid, 96 hour incubation | AID 504834, 2011 | P. falciparum luciferase reporter growth, 96 h | Potency, µM (doses to about 28.7 µM), for the others: at the top dose activity change, negative = inhibition, usual class: inhibitors | 320,000 tested, 6.9% active; note: potency is the fitted concentration of half-maximal effect; % is set by controls: 0 for no effect and ±100 for the full control effect
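P. falciparum expressing integrated firefly luciferase, in erythrocytes at 2% hematocrit, 0.05% parasitemia, incubated with compounds 96 h at 37 C, 5% CO2. Growth inhibition read as loss of luminescence; two-generation exposure targets delayed-death apicoplast inhibitors.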
Tb PYK inh: qHTS of Trypanosoma Brucei Inhibitors; TbPYK enzyme, Kinase-Glo Plus ATP luminescence, 45 min; AID 624173, 2012; Potency, µM (doses to about 76.8 µM), without a hit: top-dose activity, negative = inhibition, actives largely listed as inhibitors; 410,000 tested, 0.12% active; pyruvate kinase (Trypanosoma brucei), Q57TT1; note: potency is the fitted concentration of half-maximal effect; % is set by controls: 0 for no effect and ±100 for the full control effect; nearly all actives have a fitted effect of over 50% in size
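TbPYK + substrate in 50 mM TEA pH 7.2, 100 mM KCl, 10 mM MgCl2, 0.05% BSA, 0.01% Tween-20; cpd pinned; ADP 130 uM final; 45 min RT; Kinase-Glo Plus 10 min; luminescence endpoint.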
LmPK inh: qHTS Assay for Inhibitors of Leishmania Mexicana Pyruvate Kinase (LmPK); Q27686; purified LmPK, Kinase-Glo ATP luminescence, 1 h; Potency, µM (top dose mostly 57.5 µM), inactives show at the highest dose activity change, negative = inhibition, actives largely listed as inhibitors; 290,000 tested, 0.37% active; note: potency is the fitted concentration of half-maximal effect; % is set by controls: 0 for no effect and ±100 for the full control effect
Target sequence (Q27686 whole entry, looked up): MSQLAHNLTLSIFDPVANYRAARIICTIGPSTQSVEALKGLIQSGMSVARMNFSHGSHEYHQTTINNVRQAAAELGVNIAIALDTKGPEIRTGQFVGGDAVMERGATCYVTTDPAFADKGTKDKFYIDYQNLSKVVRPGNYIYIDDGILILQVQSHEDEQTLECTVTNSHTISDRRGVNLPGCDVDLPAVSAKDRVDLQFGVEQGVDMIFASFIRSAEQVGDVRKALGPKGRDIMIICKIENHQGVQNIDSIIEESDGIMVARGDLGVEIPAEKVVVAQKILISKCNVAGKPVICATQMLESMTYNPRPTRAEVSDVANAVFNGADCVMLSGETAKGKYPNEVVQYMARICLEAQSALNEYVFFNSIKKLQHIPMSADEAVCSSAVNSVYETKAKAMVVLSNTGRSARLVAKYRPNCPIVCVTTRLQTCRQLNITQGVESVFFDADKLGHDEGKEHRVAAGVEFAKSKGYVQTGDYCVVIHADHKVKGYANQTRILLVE
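Purified LmPK (0.1 nM) converted ADP (0.1 mM) to ATP with PEP (0.5 mM) in imidazole buffer pH 7.2 with KCl and MgCl2, 1 h at room temperature. ATP was read by Kinase-Glo luminescence; data normalized to uninhibited and no-enzyme controls.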
HCV inhibitor: qHTS Assay for Inhibitors of Hepatitis C Virus (HCV); Huh7.5.1 HCVcc-Cre infection, luciferase reporter, 44 h; Potency, µM (top dose mostly 41.8 µM), inactives show at the highest dose activity change, negative = inhibition, usual class: inhibitors; 340,000 tested, 3.4% active; note: potency is the fitted concentration of half-maximal effect; % is set by controls: 0 for no effect and ±100 for the full control effect
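Cells (1,000/well) were plated 4 h before compound, then infected with HCVcc-Cre virus (~0.5 moi). After 44 h further culture, infection was read as luciferase luminescence following a 15 min substrate incubation at room temperature.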
* hit, by the source's call; & = joins results of further samples; [ ] = remark or other dose. Unless noted, calls come from the whole dose curve; as a rule, active = well fitted curve in the direction sought with a large enough effect; inconclusive = small, poorly fitted or top-dose-only effect, or another doubt; inactive = no such curve, though single readings can be large; an effect the other way counts as inactive or inconclusive. Rows are unselected. About 24% of those tested had a hit in this group.

Results for CCOC(=O)CNC(=O)N1CCCC(N(C)CCc2ccccc2)C1 (configuration not stated) ?
Pf growth 48h: -1%; Shiga toxin inh: -4; Cycloheximide cs: 0; Pf growth 96h: -9%; Tb PYK inh: -9%; LmPK inh: -5%; HCV inhibitor: -5%

Results for COc1cc(OC)cc(C(=O)NC2CCN(Cc3nnnn3Cc3cccs3)CC2)c1 ?
Shiga toxin inh: -7; Cycloheximide cs: -7; Pf growth 96h: inconclusive; LmPK inh: 6%; HCV inhibitor: -19%

How did Cc1cc(C(=O)N/N=C2\CCCC(C)C2)n[nH]1 (configuration not stated) do in these assays?
Pf growth 48h: 17%; Shiga toxin inh: 47; Cycloheximide cs: 55*; Tb PYK inh: -10%; LmPK inh: 10%; HCV inhibitor: 8%

How did Cc1ccc(-n2ncc3c(=O)n(CC(=O)N(C)C)cnc32)cc1 do in these assays?
Pf growth 48h: 11%; Shiga toxin inh: 8; Cycloheximide cs: -3; Pf growth 96h: inconclusive; Tb PYK inh: 8%; LmPK inh: 0%; HCV inhibitor: 12%

What do the screens show for `COc1cc(C2NC(=S)NC(C)=C2C(=O)OC(C)C)ccc1OC(C)C` (configuration not stated)?
Pf growth 48h: inconclusive; Shiga toxin inh: -3; Cycloheximide cs: -2; Pf growth 96h: inconclusive; Tb PYK inh: -14%; LmPK inh: -1%; HCV inhibitor: -7%

What do the screens show for `Cc1ccc(NS(=O)(=O)c2ccc(C(=O)NCC3CCCO3)cc2)cc1` (configuration not stated)?
Pf growth 48h: -6%; Shiga toxin inh: -12; Cycloheximide cs: 1; Pf growth 96h: 7%; Tb PYK inh: -3%; LmPK inh: 14%; HCV inhibitor: 1%

Results for O=C(N/N=C/c1cc(Br)cs1)c1ccc2c(c1)OCCO2 ?
Pf growth 48h: 0%; Shiga toxin inh: 68*; Cycloheximide cs: 37*; Pf growth 96h: 66%[activator]; Tb PYK inh: -2%; LmPK inh: -5%; HCV inhibitor: inconclusive

How did Cc1cc(C)c(NC(=O)CS(=O)CC(=O)Nc2ccc(-n3cnnn3)c(C)c2)c(C)c1 (configuration not stated) do in these assays?
Pf growth 48h: 7%; Shiga toxin inh: -2; Cycloheximide cs: -2; Pf growth 96h: 3%; Tb PYK inh: -2%; LmPK inh: 2%; HCV inhibitor: 2%

Results for CC(=O)Nc1ccc(NC(=O)CSc2nnc(C3CC3)n2C)cc1 ?
Pf growth 48h: 13%; Shiga toxin inh: -18; Cycloheximide cs: -4; Pf growth 96h: 232%[activator]; Tb PYK inh: 2%; LmPK inh: 2%; HCV inhibitor: 19%

Results for O=C(COc1cc2oc(=O)c3c(c2cc1Cl)CCC3)NCC1CCC(C(=O)O)CC1 (configuration not stated) ?
Pf growth 48h: 19%; Shiga toxin inh: -8; Cycloheximide cs: -1; Pf growth 96h: 2%; Tb PYK inh: -2%; LmPK inh: 0%; HCV inhibitor: 18%

What do the screens show for `O=C(c1cccc(Cl)c1)N1CCN(S(=O)(=O)c2ccc(Cl)s2)CC1`?
Pf growth 48h: inconclusive; Pf growth 96h: -40%; Tb PYK inh: -9%; HCV inhibitor: -5%

Results for CC1(C)C(=O)N(c2ccccc2)C1c1ccccc1O (configuration not stated) ?
Pf growth 48h: inconclusive; Shiga toxin inh: -1; Cycloheximide cs: -5; Pf growth 96h: 35%[activator]; Tb PYK inh: 0%; LmPK inh: -2%; HCV inhibitor: -6%

What do the screens show for `Cc1cc(NS(=O)(=O)Cc2ccccc2)cc(C)c1OCC(=O)N1CCOCC1`?
Pf growth 48h: -10%; Shiga toxin inh: -10; Cycloheximide cs: 0; Pf growth 96h: 3%; Tb PYK inh: 5%; LmPK inh: 2%; HCV inhibitor: 16%&4%

What do the screens show for `CCc1nc(SCC(=O)Nc2ccccc2C(=O)OC)n[nH]1`?
Pf growth 48h: 5%; Shiga toxin inh: -15; Cycloheximide cs: -2; Pf growth 96h: 154%[activator]; Tb PYK inh: 3%; LmPK inh: 1%; HCV inhibitor: -59%

What do the screens show for `COc1ccc(NC(=O)CSc2cc(C)nc3c(-c4ccccc4)cnn23)cc1`?
Pf growth 48h: -22%; Shiga toxin inh: 11; Cycloheximide cs: 0; Pf growth 96h: 11%; Tb PYK inh: -8%; LmPK inh: 12%; HCV inhibitor: inconclusive

Among those listed so far, these contain an NH in an aromatic ring.
How did Cc1cc(C(=O)N/N=C2\CCCC(C)C2)n[nH]1 (configuration not stated) do in these assays?
Pf growth 48h: 17%; Shiga toxin inh: 47; Cycloheximide cs: 55*; Tb PYK inh: -10%; LmPK inh: 10%; HCV inhibitor: 8%

What do the screens show for `CCc1nc(SCC(=O)Nc2ccccc2C(=O)OC)n[nH]1`?
Pf growth 48h: 5%; Shiga toxin inh: -15; Cycloheximide cs: -2; Pf growth 96h: 154%[activator]; Tb PYK inh: 3%; LmPK inh: 1%; HCV inhibitor: -59%

Next records
What do the screens show for `CCCS(=O)(=O)N1CCCC(C(=O)N2CCN(c3ccccc3)CC2)C1` (configuration not stated)?
Pf growth 48h: 44%[activator]; Shiga toxin inh: 15; Cycloheximide cs: 1; Pf growth 96h: -5%; Tb PYK inh: 4%; LmPK inh: -6%; HCV inhibitor: -8%

What do the screens show for `Cc1ccc(C(=O)CSc2nnc(COc3ccc(C#N)cc3)n2-c2ccccc2)cc1`?
Pf growth 48h: -8%; Shiga toxin inh: -1; Cycloheximide cs: -3; Pf growth 96h: inconclusive; Tb PYK inh: -16%; LmPK inh: 1%; HCV inhibitor: 11%

What do the screens show for `Cn1c(SCC(=O)O)nnc1C1CCCCC1`?
Pf growth 48h: 10%; Shiga toxin inh: 1; Cycloheximide cs: -2; Pf growth 96h: inconclusive; Tb PYK inh: 1%; LmPK inh: -2%; HCV inhibitor: 13%

Results for COc1ccc(OC)c(NC(=O)CCn2ccnc2)c1 ?
Pf growth 48h: 14%; Shiga toxin inh: -7; Cycloheximide cs: -3; Pf growth 96h: inconclusive; Tb PYK inh: -3%; LmPK inh: 7%; HCV inhibitor: 20%

Results for COc1ccc(C)cc1NC(=O)NNC(=O)C(C)Oc1ccc(F)cc1Cl (configuration not stated) ?
Pf growth 48h: inconclusive; Shiga toxin inh: 34; Cycloheximide cs: 17; Pf growth 96h: -22%; Tb PYK inh: 3%; LmPK inh: -7%; HCV inhibitor: inconclusive

What do the screens show for `CSCC[C@H](NC(=O)[C@H](Cc1ccccc1)n1c(=O)[nH]c2ccccc2c1=O)C(=O)NCC1CCC(C(=O)O)CC1` (some centres not stated)?
Pf growth 48h: -3%; Shiga toxin inh: 6; Cycloheximide cs: 1; Pf growth 96h: -20%; Tb PYK inh: 5%; LmPK inh: -2%; HCV inhibitor: 0%

What do the screens show for `CN(C)S(=O)(=O)n1cnc(C(CCO)c2ncn(S(=O)(=O)N(C)C)c2CCCO)c1` (configuration not stated)?
Pf growth 48h: 29%; Pf growth 96h: 32%[activator]; Tb PYK inh: 0%; HCV inhibitor: 2%

What do the screens show for `COc1ccc(-c2cn[nH]c2N)cc1OC`?
Shiga toxin inh: 4; Cycloheximide cs: -5; Pf growth 96h: 110%[activator]; Tb PYK inh: -4%; LmPK inh: -9%; HCV inhibitor: 1%

What do the screens show for `COC(=O)c1cc2oc(C)cc2n1CC(=O)Nc1ccc(OC)c(OC)c1OC`?
Pf growth 48h: 1.7µM*; Shiga toxin inh: -4; Cycloheximide cs: -3; Pf growth 96h: inconclusive; LmPK inh: 3%

Results for CCn1ccnc1CN(C)C(=O)c1cc(COc2c(F)cccc2F)on1 ?
Pf growth 48h: 14%; Shiga toxin inh: 18; Cycloheximide cs: 9; Pf growth 96h: inconclusive; Tb PYK inh: -1%; LmPK inh: 8%; HCV inhibitor: -8%

Results for O=C(CC1C(=O)N(c2ccc(Cl)cc2)C(=S)N1CCc1ccncc1)Nc1ccc(F)cc1 (configuration not stated) ?
Pf growth 48h: inconclusive; Shiga toxin inh: -24; Cycloheximide cs: -4; Pf growth 96h: inconclusive; Tb PYK inh: -5%; LmPK inh: 4%; HCV inhibitor: 20%

How did Nn1c(COc2ccccc2F)nnc1SCC(=O)NC1CCS(=O)(=O)C1 (configuration not stated) do in these assays?
Pf growth 48h: 14%; Pf growth 96h: 25%; Tb PYK inh: -4%; HCV inhibitor: 0%[8.37 µM]

Results for Cc1ccc(OCC(=O)NNC(=O)Cn2c(=O)cnc3ccccc32)cc1 ?
Pf growth 48h: 40%[activator]; Pf growth 96h: 21%; Tb PYK inh: 4%; HCV inhibitor: -9%

How did COc1ccc(NC(=O)c2cc(OC)c(OC)c(OC)c2)cc1S(=O)(=O)N1CCCCC1 do in these assays?
Pf growth 48h: -34%; Shiga toxin inh: 3; Cycloheximide cs: -9; Pf growth 96h: inconclusive; Tb PYK inh: 6%; LmPK inh: -6%[11.5 µM]; HCV inhibitor: inconclusive

What do the screens show for `CCC(C)NCCCOc1ccc([N+](=O)[O-])cc1` (configuration not stated)?
Pf growth 48h: 24%; Shiga toxin inh: 4; Cycloheximide cs: 8; Pf growth 96h: 51%[activator]; Tb PYK inh: 34%; LmPK inh: 3%; HCV inhibitor: -4%

How did CC(C)CNC(=S)N(CCN(C)C)Cc1cc2cc3c(cc2[nH]c1=O)OCO3 do in these assays?
Pf growth 48h: 0%; Shiga toxin inh: -28; Cycloheximide cs: 5; Pf growth 96h: -10%; Tb PYK inh: 3%; LmPK inh: 5%; HCV inhibitor: 4.5µM*

Results for COCCOC(=O)c1c(NC(=O)CN(C)c2ccccc2)sc(C(N)=O)c1C ?
Pf growth 48h: inconclusive; Shiga toxin inh: 21; Cycloheximide cs: 5; Pf growth 96h: 11%; Tb PYK inh: 6%; LmPK inh: 4%; HCV inhibitor: inconclusive

What do the screens show for `COc1ccc(N2CCN(CC(=O)Nc3nnc(-c4ccccc4)s3)CC2)cc1`?
Pf growth 48h: inconclusive; Shiga toxin inh: 11; Cycloheximide cs: -1; Pf growth 96h: inconclusive; Tb PYK inh: -6%; LmPK inh: 2%; HCV inhibitor: -6%

Ordered by SMILES length (highest first): part of the list above
How did COc1ccc(NC(=O)c2cc(OC)c(OC)c(OC)c2)cc1S(=O)(=O)N1CCCCC1 do in these assays?
Pf growth 48h: -34%; Shiga toxin inh: 3; Cycloheximide cs: -9; Pf growth 96h: inconclusive; Tb PYK inh: 6%; LmPK inh: -6%[11.5 µM]; HCV inhibitor: inconclusive

What do the screens show for `Cc1ccc(C(=O)CSc2nnc(COc3ccc(C#N)cc3)n2-c2ccccc2)cc1`?
Pf growth 48h: -8%; Shiga toxin inh: -1; Cycloheximide cs: -3; Pf growth 96h: inconclusive; Tb PYK inh: -16%; LmPK inh: 1%; HCV inhibitor: 11%

How did CC(C)CNC(=S)N(CCN(C)C)Cc1cc2cc3c(cc2[nH]c1=O)OCO3 do in these assays?
Pf growth 48h: 0%; Shiga toxin inh: -28; Cycloheximide cs: 5; Pf growth 96h: -10%; Tb PYK inh: 3%; LmPK inh: 5%; HCV inhibitor: 4.5µM*
